LEDGF integ inh: blocks HIV-1 LEDGF/p75-dependent DNA integration | inhibition, % at 3.7 µM | TR-FRET IN-LEDGF/p75 DNA integration, Eu/Cy5 | hit rate 0.64% among 370,000;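 active means inhibition above the screen-wide mean plus 3 SD, cut at about 13% in these data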;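 further: signal is the Cy5 over europium emission ratio at 671 and 618 nm; 0% = plate median of compound wells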
KLK7 zymogen act: activators of human kallikrein-7 zymogen; AID 652039; activation, % at 7 µM; P49862; purified proKLK7, EDANS-DABCYL substrate fluorescence; 100% is mature enzyme control, 0% vehicle; hit rate 0.9% among 370,000;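 active means activation above the mean of all tested compounds plus 3 SD, computed per campaign excluding outliers beyond control limits, cut at about 13% in these data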
PRMT1 inh: inhibitors of human PRMT1; inhibition, % at 2.79 µM; recombinant PRMT1, activity-based probe fluorescence polarization; Q99873; hit rate 1.3% among 370,000;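 active means inhibition above about 21% made by adding two undisclosed values, limit read from the data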
TCR-CD3 inh: human TCR-CD3 binding inhibition; inhibition, % at 9.4 µM; hit rate 0.37% among 360,000; AID 651800; TAMRA-labeled TCR probe fluorescence, biochemical; in the data active means inhibition above about 19%;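 further: recombinant mutant TCR 2C K166C tagged with TAMRA read by polarization; 0% = receptor in buffer alone and 100% = receptor with positive control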
TDP2 inh: blocks human TDP2 phosphodiesterase activity; recombinant TDP2, T5PNP hydrolysis, p-nitrophenol absorbance 415 nm; inhibition, % at 12.8 µM; hit rate 0.34% among 370,000; AID 720702;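 active means inhibition above the mean of all tested compounds plus 3 SD, set per campaign, cut at about 25% in these data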;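 further: 0% = DMSO with enzyme and 100% = buffer with substrate but no TDP2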
Target sequence (O95551 whole entry, looked up): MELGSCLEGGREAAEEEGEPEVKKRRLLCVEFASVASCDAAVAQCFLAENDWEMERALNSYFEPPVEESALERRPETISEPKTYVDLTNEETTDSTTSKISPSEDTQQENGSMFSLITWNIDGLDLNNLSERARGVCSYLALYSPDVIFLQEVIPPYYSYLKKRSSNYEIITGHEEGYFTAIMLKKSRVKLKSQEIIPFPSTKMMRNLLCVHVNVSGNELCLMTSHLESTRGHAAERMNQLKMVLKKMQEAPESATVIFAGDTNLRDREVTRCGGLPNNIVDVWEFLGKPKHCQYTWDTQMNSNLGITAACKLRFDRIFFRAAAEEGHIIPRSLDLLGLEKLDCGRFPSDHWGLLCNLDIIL
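Test system: Human TDP2 enzyme | Reagent: 5 mM T5PNP | Compound dosing: 12.8 µM single point, 1% DMSO | Incubation: Enzyme reaction with compound for 2 h at 37 °C | Technique: p-Nitrophenol epi absorbance | Read-out: % inhibition relative to enzyme-containing and enzyme-free wells | Benchmarks: High control without enzyme, low control DMSO plus TDP2 | Replicates: Singlicate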
UHRF1 MBD2 ctr: blocks human UHRF1 binding to methylated DNA. hit rate 0.75% among 370,000. inhibition, % at 4.4 µM. Q96T88. AID 687016. UHRF1 binding to methylated oligo, TR-FRET; in the data active means inhibition above about 21%;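 further: UHRF1 SRA domain binding a hemimethylated CpG hairpin DNA probe; 0% = median of test compound wells and 100% = reference inhibitor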
DDE Tn6 FP inh: disrupts Tn6 cyclic peptide binding to fibrin D-Dimer-E complex; AID 720509; hit rate 0.21% among 370,000; Fibrin DD(E) TRITC-Tn6 fluorescence polarization displacement; inhibition, % at 8.3 µM;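 active means inhibition above a per-campaign cutoff: mean of compounds within control limits plus 3 SD, cut at about 15% in these data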;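 further: 0% = median of all compound wells on the plate and 100% = blocking peptide control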
SIAE primary: blocks human sialic acid acetylesterase | hit rate 0.69% among 370,000 | AID 1053197 | SIAE FP-Rh probe binding, fluorescence polarization | inhibition, % at 9.66 µM;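 active means inhibition above a cutoff: mean of compounds within the control limits plus 3 SD of those, cut at about 17% in these data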;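 further: 0% = plate median of compound wells and 100% = probe without SIAE protein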
Target sequence (Q9HAT2 whole entry, looked up): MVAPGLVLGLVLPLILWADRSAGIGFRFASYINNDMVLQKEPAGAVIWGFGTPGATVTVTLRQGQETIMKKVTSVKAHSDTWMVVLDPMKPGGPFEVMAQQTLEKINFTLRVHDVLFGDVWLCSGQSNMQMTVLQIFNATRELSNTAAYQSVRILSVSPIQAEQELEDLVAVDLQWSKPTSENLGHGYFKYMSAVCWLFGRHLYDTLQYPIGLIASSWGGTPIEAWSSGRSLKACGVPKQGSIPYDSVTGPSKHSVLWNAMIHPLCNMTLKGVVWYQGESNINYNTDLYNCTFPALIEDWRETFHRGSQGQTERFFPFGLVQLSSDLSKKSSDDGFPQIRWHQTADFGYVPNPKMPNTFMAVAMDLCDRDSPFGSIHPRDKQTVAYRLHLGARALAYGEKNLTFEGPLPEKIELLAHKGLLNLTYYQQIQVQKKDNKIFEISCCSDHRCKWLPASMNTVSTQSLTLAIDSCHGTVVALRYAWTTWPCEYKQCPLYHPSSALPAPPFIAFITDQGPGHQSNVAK
MBD2 DNA inh: blocks human MBD2 binding to methylated DNA | Q9UBB5 | TR-FRET, MBD2 binding to methylated oligonucleotide | inhibition, % at 4.4 µM | hit rate 0.31% among 370,000 | AID 686964; in the data active means inhibition above about 13%
Tn7 DDE FP: inhibitors of Tn7 peptide binding to human fibrin DD(E); P02675; FP displacement of FITC-Tn7 peptide from fibrin DD(E); 0% = median of compound wells per plate; inhibition, % at 8.3 µM; hit rate 0.13% among 370,000;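 active means inhibition above the mean of compounds falling within the control limits plus 3 SD of them, cut at about 14% in these data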;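 further: 0% = plate median of compound wells and 100% = 10 µM Aha-Tn7 peptide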
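Assay system: human fibrin DD(E). Input: DD(E) 2 µM final. Medium: Tris buffer with calcium and detergent, pH 7.8. Compound dosing: single point at 8.3 µM. Timing: 10 min plus 3 h, room temperature. Technique: fluorescence polarization of the labelled Tn7 tracer. Read-out: percent inhibition. Replicates: singlicate testing.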
* hit, by the source's call. Not a hit list; overall some 4.6% were active at least once.

CC(O)CNCCOc1ccccc1-c1ccccc1 (stereo not given) was read as LEDGF integ inh 1, KLK7 zymogen act -0.1, PRMT1 inh 0, TCR-CD3 inh 1, TDP2 inh 2, UHRF1 MBD2 ctr -1, DDE Tn6 FP inh -3, SIAE primary -6, MBD2 DNA inh -7 and Tn7 DDE FP 4.
For COc1cccc(C2Nc3ccccc3NC3=C2C(=O)CC(C)(C)C3)c1OC (stereo not given) the results were LEDGF integ inh -4, KLK7 zymogen act 0.8, PRMT1 inh 0, TCR-CD3 inh 8, TDP2 inh 7, UHRF1 MBD2 ctr 1, DDE Tn6 FP inh -2, SIAE primary 1, MBD2 DNA inh -4 and Tn7 DDE FP -1.
For CNC(=O)NC(=O)COC(=O)c1n[nH]c2ccccc12 the results were LEDGF integ inh 4, KLK7 zymogen act -0.2, PRMT1 inh -1, TCR-CD3 inh 10, TDP2 inh -4, UHRF1 MBD2 ctr 0, DDE Tn6 FP inh -2, SIAE primary -5, MBD2 DNA inh -3 and Tn7 DDE FP -4.
For Nc1ccc(C(=O)O)cc1[N+](=O)[O-] the results were LEDGF integ inh -3, KLK7 zymogen act -0.5, PRMT1 inh 4, TCR-CD3 inh -2, TDP2 inh -1, UHRF1 MBD2 ctr 4, DDE Tn6 FP inh 4, SIAE primary 4, MBD2 DNA inh 4 and Tn7 DDE FP 4.
O=C(NC1CCCCC1)C(c1ccncc1)N(C(=O)c1csnn1)c1ccccc1F (stereo not given) was read as LEDGF integ inh -4, KLK7 zymogen act -0.1, PRMT1 inh 4, TCR-CD3 inh -3, TDP2 inh -11, UHRF1 MBD2 ctr 1, DDE Tn6 FP inh -8, SIAE primary -2, MBD2 DNA inh 2 and Tn7 DDE FP 13.
Screening S=C(NCCCn1ccnc1)Nc1cccc(Cl)c1 returned LEDGF integ inh -1, KLK7 zymogen act 0.3, PRMT1 inh -3, TCR-CD3 inh 7, TDP2 inh 3, UHRF1 MBD2 ctr 2, DDE Tn6 FP inh -4, SIAE primary 20*, MBD2 DNA inh 2 and Tn7 DDE FP 7.
For Cn1c(=O)c2c(SCC(=O)N3CCCCC3)nc(-c3ccccc3F)nc2n(C)c1=O the results were LEDGF integ inh -2, KLK7 zymogen act -0.2, PRMT1 inh 0, TCR-CD3 inh 8, TDP2 inh 2, UHRF1 MBD2 ctr 2, DDE Tn6 FP inh 3, SIAE primary 1, MBD2 DNA inh -4 and Tn7 DDE FP 4.
COc1ccc(OC)c(S(=O)(=O)NCCCN2CCCC2=O)c1 was read as LEDGF integ inh 4, KLK7 zymogen act 0.1, PRMT1 inh -1, TCR-CD3 inh 3, TDP2 inh -4, UHRF1 MBD2 ctr -1, DDE Tn6 FP inh 7, SIAE primary 0, MBD2 DNA inh -3 and Tn7 DDE FP 2.
Screening CCC(/C=N/NC(=O)C(N)=O)CC returned LEDGF integ inh -2, KLK7 zymogen act 0.1, PRMT1 inh 0, TCR-CD3 inh 8, TDP2 inh -6, UHRF1 MBD2 ctr -4, DDE Tn6 FP inh 3, SIAE primary 8, MBD2 DNA inh -3 and Tn7 DDE FP -1.
`COc1cc2c(cc1OC)CN(C(=O)c1cc3ccccc3oc1=O)CC2` gave LEDGF integ inh 2, KLK7 zymogen act 2.5, PRMT1 inh 1, TCR-CD3 inh 0, TDP2 inh 4, UHRF1 MBD2 ctr -3, DDE Tn6 FP inh 4, SIAE primary 2, MBD2 DNA inh 4 and Tn7 DDE FP 0.
Screening CCCNC(=O)NC(=O)CSc1nnc(C)n1N returned LEDGF integ inh 3, KLK7 zymogen act 0.5, PRMT1 inh -1, TCR-CD3 inh -2, TDP2 inh -2, UHRF1 MBD2 ctr 1, DDE Tn6 FP inh -1, SIAE primary -12, MBD2 DNA inh 2 and Tn7 DDE FP -3.
`Cc1nc(NC(=O)COC(=O)C(C)NC(=O)c2ccccc2)c(Cl)cc1Cl` (stereo not given) gave LEDGF integ inh 2, KLK7 zymogen act 0.2, PRMT1 inh -2, TCR-CD3 inh -5, TDP2 inh 2, UHRF1 MBD2 ctr -2, DDE Tn6 FP inh -7, SIAE primary -5, MBD2 DNA inh 3 and Tn7 DDE FP -2.
`COc1ccc(CCN2C(=O)C3CC=C(C)CC3C2=O)cc1OC` (stereo not given) gave LEDGF integ inh 3, KLK7 zymogen act 0.0, PRMT1 inh 1, TCR-CD3 inh 2, TDP2 inh 0, UHRF1 MBD2 ctr 1, DDE Tn6 FP inh 10, SIAE primary -4, MBD2 DNA inh 0 and Tn7 DDE FP 4.
`COCCCNC(=O)c1ccc2c(=O)n(C3CCCC3)c(=S)[nH]c2c1` gave LEDGF integ inh 1, KLK7 zymogen act -0.4, PRMT1 inh 1, TCR-CD3 inh -2, TDP2 inh 6, UHRF1 MBD2 ctr -1, DDE Tn6 FP inh 2, SIAE primary -2, MBD2 DNA inh 1 and Tn7 DDE FP 4.
For COc1ccc(C(=O)CC(=O)C(=O)Nc2cccc(F)c2)cc1 the results were LEDGF integ inh 3, KLK7 zymogen act 0.4, PRMT1 inh -4, TCR-CD3 inh -4, TDP2 inh 7, UHRF1 MBD2 ctr -1, DDE Tn6 FP inh -3, SIAE primary 11, MBD2 DNA inh 2 and Tn7 DDE FP -9.
Cc1cc(NC(=O)COc2coc(CN3CCN(c4ccccc4F)CC3)cc2=O)no1 was read as LEDGF integ inh 3, KLK7 zymogen act 0.1, PRMT1 inh 5, TCR-CD3 inh -6, TDP2 inh 1, UHRF1 MBD2 ctr 0, DDE Tn6 FP inh 4, SIAE primary 9, MBD2 DNA inh 5 and Tn7 DDE FP -1.
Screening O=C(N/N=C/c1cccc(O)c1)c1cc2c(ccc3ccccc32)o1 returned LEDGF integ inh -1, KLK7 zymogen act -26, PRMT1 inh -2, TCR-CD3 inh 1, TDP2 inh -4, UHRF1 MBD2 ctr -2, DDE Tn6 FP inh -4, SIAE primary -2, MBD2 DNA inh -7 and Tn7 DDE FP 4.
For CC(=O)c1ccc(NC(=O)Cn2nc(C)c([N+](=O)[O-])c2C)cc1 the results were LEDGF integ inh 5, KLK7 zymogen act 0.0, PRMT1 inh -9, TCR-CD3 inh 4, TDP2 inh -8, UHRF1 MBD2 ctr -1, DDE Tn6 FP inh -5, SIAE primary -4, MBD2 DNA inh 2 and Tn7 DDE FP 0.
For CC(=O)C[C@H]1c2cc(C(F)(F)F)ccc2S(=O)(=O)N1c1ccc(N(C)C)cc1 the results were LEDGF integ inh 0, KLK7 zymogen act -0.3, PRMT1 inh -1, TCR-CD3 inh -5, TDP2 inh 5, UHRF1 MBD2 ctr 1, DDE Tn6 FP inh -9, SIAE primary -4, MBD2 DNA inh 0 and Tn7 DDE FP 5.
`Cc1ccc(N/N=C/c2cccnc2)cc1` gave LEDGF integ inh -5, KLK7 zymogen act -0.3, PRMT1 inh 4, TCR-CD3 inh 8, TDP2 inh -1, UHRF1 MBD2 ctr -1, DDE Tn6 FP inh -2, SIAE primary 3, MBD2 DNA inh -3 and Tn7 DDE FP 3.
For O=C(COC(=O)c1cc(-c2ccco2)nc2ccccc12)NCc1ccccc1 the results were LEDGF integ inh 7, KLK7 zymogen act 22*, PRMT1 inh 36*, TCR-CD3 inh -1, TDP2 inh -15, UHRF1 MBD2 ctr -4, DDE Tn6 FP inh 1, SIAE primary -2, MBD2 DNA inh -3 and Tn7 DDE FP 0.
COc1ccc(OC)c(/C=C2\NC(=O)NC2=O)c1 was read as LEDGF integ inh 0, KLK7 zymogen act -45, PRMT1 inh -4, TCR-CD3 inh 0, TDP2 inh 11, UHRF1 MBD2 ctr -2, DDE Tn6 FP inh 1, SIAE primary 0, MBD2 DNA inh -4 and Tn7 DDE FP -6.
CCn1c(C)nc2cc(N)ccc21 was read as LEDGF integ inh 0, KLK7 zymogen act 0.1, PRMT1 inh -1, TCR-CD3 inh 0, TDP2 inh 7, UHRF1 MBD2 ctr 10, DDE Tn6 FP inh 4, SIAE primary 6, MBD2 DNA inh 3 and Tn7 DDE FP 0.
Screening O=C(Cn1c(=O)sc2ccccc21)Nc1ccc2c(c1)OCCO2 returned LEDGF integ inh 0, KLK7 zymogen act 0.5, PRMT1 inh 2, TCR-CD3 inh 2, TDP2 inh 2, UHRF1 MBD2 ctr 0, DDE Tn6 FP inh 0, SIAE primary 8, MBD2 DNA inh -3 and Tn7 DDE FP 4.
`Cc1ccc(N(CC(=O)Nc2ccc(F)cc2)S(=O)(=O)N2CCCC2)cc1` gave LEDGF integ inh -2, KLK7 zymogen act 0.6, PRMT1 inh -2, TCR-CD3 inh 7, TDP2 inh 0, UHRF1 MBD2 ctr 4, DDE Tn6 FP inh 1, SIAE primary 1, MBD2 DNA inh 6 and Tn7 DDE FP 0.
For CCOc1ccc2nc(CN3CCN(Cc4ccccc4OCC)C(CCO)C3)ccc2c1 (stereo not given) the results were LEDGF integ inh 2, KLK7 zymogen act -2.4, PRMT1 inh 8, TCR-CD3 inh -1, TDP2 inh 7, UHRF1 MBD2 ctr 1, DDE Tn6 FP inh -5, SIAE primary 4, MBD2 DNA inh 5 and Tn7 DDE FP -2.
Screening O=C(Nc1ccnn1C1CCN(C(=O)Cc2ccccc2F)CC1)C1CC1 returned LEDGF integ inh -2, KLK7 zymogen act 0.0, PRMT1 inh -2, TCR-CD3 inh 7, TDP2 inh 2, UHRF1 MBD2 ctr 1, DDE Tn6 FP inh 1, SIAE primary 3, MBD2 DNA inh 0 and Tn7 DDE FP -5.
Screening O=C(CNS(=O)(=O)c1cccc2nsnc12)NCCc1ccccc1 returned LEDGF integ inh 1, KLK7 zymogen act -0.6, PRMT1 inh 2, TCR-CD3 inh 4, TDP2 inh -6, UHRF1 MBD2 ctr 1, DDE Tn6 FP inh 2, SIAE primary -5, MBD2 DNA inh -5 and Tn7 DDE FP 4.
For C[C@H](CO)N1C[C@H](C)[C@@H](CN(C)C(=O)Nc2ccc(C(F)(F)F)cc2)Oc2c(NC(=O)CCC(F)(F)F)cccc2C1=O the results were LEDGF integ inh -2, KLK7 zymogen act 0.1, PRMT1 inh 1, TCR-CD3 inh 2, TDP2 inh -10, UHRF1 MBD2 ctr -3, DDE Tn6 FP inh 6, SIAE primary -2, MBD2 DNA inh -7 and Tn7 DDE FP -1.
`Cc1cc(=O)[nH]c(/N=C(\N)Nc2ccc(SC(F)F)cc2)n1` gave LEDGF integ inh 5, KLK7 zymogen act -0.1, PRMT1 inh 5, TCR-CD3 inh -3, TDP2 inh -1, UHRF1 MBD2 ctr 2, DDE Tn6 FP inh 3, SIAE primary -4, MBD2 DNA inh -5 and Tn7 DDE FP -2.
For N#CC(C#N)=Cc1c(N2CCN(c3ccccc3)CC2)nc2ccccn2c1=O the results were LEDGF integ inh 4, KLK7 zymogen act 1.4, PRMT1 inh 0, TCR-CD3 inh 7, TDP2 inh -10, UHRF1 MBD2 ctr -1, DDE Tn6 FP inh 4, SIAE primary 1, MBD2 DNA inh -4 and Tn7 DDE FP -8.
